Tau fibril ThT: qHTS for Inhibitors of Tau Fibril Formation, Thioflavin T Binding. Microtubule-associated protein tau (Homo sapiens), P10636. 2.1% of 270,000 active. AID 1460, 2008. recombinant tau K18 P301L, heparin-induced fibrillization, ThT fluorescence. Potency, µM (titrated, usually from 57.4 µM), without a hit: top-dose activity, negative = inhibition, usual class: inhibitors; note: % is set by controls: 0 for no effect and ±100 for the full control effect; nearly all actives have a fitted effect of over 55% in size
Target sequence (P10636 561-689 P618L limits assumed): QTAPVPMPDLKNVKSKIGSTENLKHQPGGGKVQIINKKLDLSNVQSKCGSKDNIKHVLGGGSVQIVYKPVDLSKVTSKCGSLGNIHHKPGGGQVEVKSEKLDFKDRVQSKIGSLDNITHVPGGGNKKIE
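Fibril formation assay: tau K18 P301L at 15 uM with trace Alexa 594 label, heparin inducer 20 uM, pH 7 sodium acetate buffer, 37 C for 6 hr; endpoint ThT signal.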
Tau fibril FP: qHTS for Inhibitors of Tau Fibril Formation, Fluorescence Polarization; Microtubule-associated protein tau (Homo sapiens), P10636; K18 P301L tau heparin fibrillization, Alexa594 FP, 6 h; Potency, µM (series often up to 57.7 µM), inactives show top-dose activity, negative = inhibition, actives largely listed as inhibitors; 0.39% of 280,000 active; note: % is set by controls: 0 for no effect and ±100 for the full control effect; nearly all actives have a fitted effect of over 55% in size
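Human tau K18 […] P301L fragment, 15 uM unlabeled plus 0.24 uM Alexa 594-labeled tau (final), with compound and 20 uM heparin in 100 mM sodium acetate pH 7; 6 hr at 37 C, then Alexa 594 FP read.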
TR SRC2 fluor cs: Total Fluorescence Counterscreen for Inhibitors of the Interaction of Thyroid Hormone Receptor and Steroid Receptor Coregulator 2; Potency, µM (highest dose often 106 µM), for the others: top-dose fluorescence change, negative = quenching; 0.29% of 280,000 active; TRb/SRC2 Texas Red total fluorescence interference; active = well fitted curve in either direction with a large enough effect; inconclusive = small, poorly fitted or top-dose-only effect; note: % is set by controls: 0 for no effect and ±100 for the full control effect
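Human TRβ ligand-binding domain (0.6 uM) and Texas Red SRC2 peptide (20 nM) in Tris buffer with 1 uM T3 and 5% DMSO were incubated with pinned compound for 5 hr at ambient temperature. Total fluorescence was computed as S + 2P (555/632 nm).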
L3MBTL1 inh: qHTS Assay for the Inhibitors of L3MBTL1 | Potency, µM (doses to about 57.1 µM), without a hit: at the top dose activity, negative = inhibition, most hits filed as inhibitors | AlphaScreen L3MBTL1–H3K9me1 peptide binding | 0.66% of 230,000 active | AID 485360, 2010 | Lethal(3)malignant brain tumor-like protein 1 (Homo sapiens), Q9Y468; note: % is set by controls: 0 for no effect and ±100 for the full control effect; nearly all actives have a fitted effect of over 60% in size
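AlphaScreen assay: L3MBTL1 (50 nM final) was preincubated 30 min at room temperature with biotinylated H3(1-15)K9me1 peptide (75 nM final), then 30 min with library compounds; streptavidin donor and nickel chelate acceptor beads (10 ug/mL final) added, 30 min dark.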
RECQ1 helicase: qHTS Assay for Inhibitors of RecQ-Like Dna Helicase 1 (RECQ1). AID 2549, 2010. Potency, µM (series often up to 57.3 µM), for inactives: at the highest dose activity, negative = inhibition, hits mostly inhibitors. RECQ1 DNA unwinding, red fluorescence kinetic read. ATP-dependent DNA helicase Q1 (Homo sapiens), P46063. 0.54% of 240,000 active;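 note: plate controls were vehicle for no effect and no enzyme for full effect; nearly all actives have a fitted effect of over 30% in size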
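50 nM RECQ1T1 preincubated 15 min with compound in Tris pH 8.0 buffer with MgCl2, DTT, Tween-20 and 2.5 ug/ml poly(dI-dC); started with 200 nM TAMRA/BHQ-2 forked duplex and 2 mM ATP. Unwinding read as fluorescence (525/598 nm), two reads 2 h apart.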
HTT ATP protect: qHTS Multiplex Assay to Identify Dual Action Probes in a Cell Model of Huntington: Cytoprotection (ATP). PC12 HTT-Q103 induced, cytoprotection, ATP luminescence, 40 h. Potency, µM (titrated, usually from 56.4 µM), for inactives: cytoprotection (ATP increase), usual class: activators. 0.14% of 230,000 active;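 note: % of control where 0% means no effect; nearly all actives have a fitted effect of over 45% in size; toxic huntingtin expression switched on by the ecdysone agonist tebufenozide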
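Rat PC12, Q103 Htt exon1-GFP fusion, ecdysone promoter; tebufenozide inducer 100 nM final; compound titration; qHTS, 1500 cells/well; ATPlite luminescent read.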
Tau fluor counter: Counterscreen qHTS for Inhibitors of Tau Fibril Formation, Fluorescence Polarization. tau K18 P301L Alexa594 fluorescence, heparin fibrillization. Potency, µM (series often up to 57.7 µM), without a hit: top-dose activity change, negative = decrease. 0.93% of 280,000 active. AID 1463, 2008; note: % is set by controls: 0 for no effect and ±100 for the full control effect; nearly all actives have a fitted effect of over 55% in size
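Human tau K18 P301L (15 uM unlabeled, 0.24 uM Alexa 594-labeled) in 100 mM sodium acetate pH 7 with 20 uM heparin, 6 hr at 37 C. ThT 30 uM added, 1 hr ambient; Alexa 594 FP and total fluorescence read at 555/632 nm.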
TRb SRC2 PPI: qHTS for Inhibitors of the Interaction of Thyroid Hormone Receptor and Steroid Receptor Coregulator 2. Thyroid hormone receptor beta (Homo sapiens), P10828. TRbeta-SRC2 peptide binding, fluorescence polarization; receptor liganded with 1 µM T3. Potency, µM (series often up to 106 µM), inactives show at the highest dose activity change, negative = inhibition, most hits filed as inhibitors. 0.065% of 280,000 active. AID 1469, 2008;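 note: plate controls were bound peptide for no effect and peptide without receptor for full effect; nearly all actives have a fitted effect of over 50% in size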
Target sequence (P10828 whole entry, looked up): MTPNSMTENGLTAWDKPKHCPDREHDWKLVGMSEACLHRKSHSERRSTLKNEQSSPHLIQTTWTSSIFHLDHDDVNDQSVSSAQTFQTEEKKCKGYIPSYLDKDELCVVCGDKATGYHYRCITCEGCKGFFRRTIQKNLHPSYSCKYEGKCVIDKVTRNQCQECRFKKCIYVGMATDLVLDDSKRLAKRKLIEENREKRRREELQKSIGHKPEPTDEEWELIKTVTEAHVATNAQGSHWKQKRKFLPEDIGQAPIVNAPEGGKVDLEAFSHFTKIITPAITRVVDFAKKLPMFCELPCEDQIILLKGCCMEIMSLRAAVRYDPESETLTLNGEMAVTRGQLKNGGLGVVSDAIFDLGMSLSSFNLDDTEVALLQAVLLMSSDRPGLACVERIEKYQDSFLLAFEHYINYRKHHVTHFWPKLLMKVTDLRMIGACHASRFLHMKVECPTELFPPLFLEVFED
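Fluorescence polarization of 20 nM Texas Red SRC2 peptide with 0.6 uM human TRb ligand-binding domain, in Tris buffer with 1uM T3 and 5% DMSO. Incubated 5 hr ambient; normalized to unbound and bound controls.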
Numbers without * were called inactive; i = inactive; ? = inconclusive; · = no result given; & = joins results of further samples; ! = repeats disagree; [ ] = dose if it differs, or a comment. Unless noted, calls come from the whole dose curve; as a rule, active = well fitted curve in the direction sought with a large enough effect; inconclusive = small, poorly fitted or top-dose-only effect, or another doubt; inactive = no such curve, though single readings can be large; an effect the other way counts as inactive or inconclusive. Potency is the fitted concentration of half-maximal effect.

molecule,Tau fibril ThT,Tau fibril FP,TR SRC2 fluor cs,L3MBTL1 inh,RECQ1 helicase,HTT ATP protect,Tau fluor counter,TRb SRC2 PPI
COc1ccccc1NC(=O)NCc1ccco1,-5%,-6%,-2%,·,-7%,-48%,-7%,-1%
CCc1ccc(CCC(=O)Nc2ccc(C)c(C)c2)o1,-11%,0%,-1%,-9%,-10%,5%[10 µM],-5%,-27%
COC(=O)c1ccc(NC(=O)CC2C(=O)N(c3ccccc3)C(=O)N2Cc2ccco2)cc1 (configuration not stated),-3%,-8%,-1%,·,·,·,-13%,-4%
c1ccc2c(c1)OCc1cn[nH]c1-2,-6%,9%,-3%,-3%,-1%,-11%[10 µM],-2%,3%
CC1CN(C(=O)N2CCC(C(=O)NCc3cccs3)CC2)c2cc(Cl)ccc2O1 (configuration not stated),-12%,-7%,-6%,·,·,·,-7%,2%
C/C(N)=C(/C#N)C(=O)COc1ccc(Cl)cc1Cl,5%,-1%,-4%,-1%,-6%,-8%,-2%,-9%
CCCCCN(CCCCC)C(=O)[C@H](CCC(=O)O)NC(=O)c1ccc(Cl)c(Cl)c1,·,·,-3%[53 µM],·,-10%[25.9 µM],-2%[40.3 µM],·,1%[53 µM]
CCc1ccccc1Nc1ncnc2c1nc1n2CCCC1,2%,6%,3%,·,·,·,2%,-4%

Sorted by molar mass (largest number first): some entries from above.
molecule,Tau fibril ThT,Tau fibril FP,TR SRC2 fluor cs,L3MBTL1 inh,RECQ1 helicase,HTT ATP protect,Tau fluor counter,TRb SRC2 PPI
C/C(N)=C(/C#N)C(=O)COc1ccc(Cl)cc1Cl,5%,-1%,-4%,-1%,-6%,-8%,-2%,-9%
COc1ccccc1NC(=O)NCc1ccco1,-5%,-6%,-2%,·,-7%,-48%,-7%,-1%
c1ccc2c(c1)OCc1cn[nH]c1-2,-6%,9%,-3%,-3%,-1%,-11%[10 µM],-2%,3%

Next structures.
molecule,Tau fibril ThT,Tau fibril FP,TR SRC2 fluor cs,L3MBTL1 inh,RECQ1 helicase,HTT ATP protect,Tau fluor counter,TRb SRC2 PPI
COc1ccc(/C=C/C(=O)OCC(=O)c2ccc3c(c2)NC(=O)CO3)cc1,-14%,2%,1%,8%,-13%,20%[10 µM],-2%,5%
COc1ccccc1-n1c(=O)[nH]c2c(C(N)=O)nc(CC(C)C)nc21,-8%,0%,0%,·,-3%,?,-9%,-7%
COc1ccc(-c2[nH]c(-c3cccc(OC)c3)nc2SCC(=O)NC2CCCC2)cc1,?,?,-5%&-3%,-27%,10%,·,13µM*![quencher],0%&11%
CCOC(=O)C1=C(CN2CCN(c3cccc(OC)c3)CC2)NC(=O)NC1c1ccc(OC)cc1 (configuration not stated),-13%,0%,6%,·,·,·,-11%,-1%
COc1ccc(CCC(=O)N(C)CC(=O)Nc2cc(C)ccc2C)cc1,4%,-6%,-1%,6%,-1%,-36%[inhibitor],-1%,-8%
CCOc1ccccc1CNC(=O)c1ccc(Sc2ccc(Cl)cc2)c(NC(C)=O)c1,-7%,4%,0%,1%,-5%,-3%[10 µM],-10%,4%
O=C(CSc1nc2ccccc2n1Cc1ccc(F)c(Cl)c1)N1CCN(c2ccc(F)cc2)CC1,-9%,4%,-2%,·,·,·,-5%,8%
CCn1c(SCC(=O)NCCc2ccccc2)nc2c(c1=O)SC(C)C2 (configuration not stated),20%,-14%,5%,-7%,i,-33%[10 µM],13%,-18%
O=C(Nc1sc2c(c1C(=O)O)CCC2)c1cccs1,?,4%,-8%,-9%,-7%,-10%[10 µM],-10%,3%
CCOC(=O)COc1ccc2ccccc2c1/C=C/[N+](=O)[O-],?,0%,6%,2%,-3%,28%[10 µM],5%,1%
CCOc1cc(C(=O)Nc2ccccc2N2CCOCC2)ccc1OCC(=O)N1CCCCC1,-2%,2%,-2%,-1%,i,-35%[inhibitor],2%,-3%
CCOC(=O)c1c(NC(=O)Cn2cc([N+](=O)[O-])cn2)sc2c1CCC2,5%,-8%,0%,6%,-5%,-22%,-16%,-1%
Cc1nc(-n2nc(C)c(Cc3ccc4c(c3)OCO4)c2C)sc1C(=O)Nc1cccc(Cl)c1,11%,?,-2%,·,·,·,-22%,-11%
CCOc1ccc(N(CC(=O)Nc2ccc(C)cc2)S(=O)(=O)c2c(C)noc2C)cc1,-3%,-10%,-2%,7%,-1%,-17%,-26%,-1%
C=CCn1c(SCc2ccccc2)nnc1-c1cccnc1,-8%,4%,3%,-1%,-11%,1%[0.074 µM],0%,4%
Cc1ccc(CNC(=O)c2ccc(Cn3c(SCc4ccccc4F)nc4cccnc43)cc2)cc1,11%,-4%,9%,·,·,·,-12%,0%
Cc1ccc(S(=O)(=O)c2nc(-c3ccccc3)oc2NCCCN2CCOCC2)cc1,-3%,14%,-9%,-14%,2%,-15%,-6%,6%
Clc1ccc(CN2CCN(c3ncnc4scc(-c5cccs5)c34)CC2)cc1,-24%,-20%,-1%,·,-9%,-92%[inhibitor],-25%,-7%
CC1(C)CC(=O)C2=C(C1)Nc1ccccc1NC2c1ccc2c(c1)OCO2 (configuration not stated),-8%,-4%,-1%,-1%,-6%,-1%,-7%,3%
COc1ccc(-c2oc3ccccc3c(=O)c2O)cc1OC,?,-4%,-10%,·,i,·,-14%,1%
O=C(O)/C=C1\NC(=O)c2ccccc21,-17%,5%,0%,-1%,-7%,-2%,-11%,-9%
O=C(CSc1ncnc2ccccc12)Nc1cccc(S(=O)(=O)N2CCCC2)c1,-17%,-3%,-2%,-1%,i,5%,?,-4%
Cc1ccc(Cc2c(C)nc3nc(SCC(=O)NCc4ccco4)nn3c2C)cc1,?,-1%,1%,?,-10%,-80%[inhibitor],-3%,-3%
Cc1ccc(C(C)C)c(OCCNS(C)(=O)=O)c1,0%,-1%,1%,·,1%,13%,0%,1%
CC(C(=O)N1CCCCCC1)c1ccc([N+](=O)[O-])cc1 (configuration not stated),-6%,-12%,0%,0%,i,15%[10 µM],-5%,1%
Cc1nc(-c2ccc(Cl)cc2)sc1CCNC(=O)c1ccc(C(F)(F)F)cc1,-17%,?,3%,·,·,·,-21%,5%
Cn1c(=O)oc2ccc(C(=O)CSc3nnnn3-c3ccccc3)cc21,0%,-10%,-3%,3%,-6%,-15%,4%,2%
O=C(Nc1ccccc1)N1CCN(c2ccc(F)cc2)CC1,-12%,5%,0%,-1%[11.4 µM],2%,-3%[10 µM],-6%,7%
Cc1ccc(C(=O)ONc2ccc(N=O)cc2)cc1,-27%,-3%,-6%,0%,-2%,37%[10 µM],-12%,12%
COC(=O)c1ccc(C(NC(=O)OCc2ccccc2)/C(F)=C/[C@@H](C)C(=O)Nc2ccc(OC)cc2)cc1 (some centres not stated),0%,-9%,-3%,·,-1%,-53%[inhibitor],-19%,1%
CC(/C=N/NC(=O)Cc1cccs1)=C\c1ccco1,-15%,4%,2%,-5%,-11%,0%,-7%,1%
CC1(OC(=O)CCc2ccccc2)C(=O)C=C2C=C(c3ccc(C#N)cc3)N(C(CO)CO)C=C2C1=O (configuration not stated),?,?,-4%[11.2 µM],·,3%[11.5 µM],10%&-9%[10 µM],-12%[11.6 µM],2%[11.2 µM]
CNCc1sccc1C,0%,-3%,1%,·,-16%,10%,-5%,0%
C/C=C/C(O)c1ccc2ccccc2c1 (configuration not stated),·,·,-1%,-7%,i,·,·,1%
C#CCNC(=O)C1=C[C@@H](c2ccc(C(F)(F)F)cc2)C[C@@H](OCCCCO)O1,-13%,-2%,-2%,-1%,-3%,-1%[10 µM],-7%,-10%
Cc1ccc(-c2csc(=S)n2CC(=O)OCC(=O)NCc2ccc(F)cc2)cc1,-16%,2%,-5%,·,-2%,0%,-11%,-6%
CC(=O)c1ccc(OCCOc2ccc(Cl)c3cccnc23)cc1,?,-1%,-2%,-16%,i,-27%,2%,3%
CCOC(=O)c1ccc(N2C(=O)C3C(/C=C/c4ccccc4)OC4(C(=O)c5ccccc5C4=O)C3C2=O)cc1 (configuration not stated),?,11%,-4%,-3%,4%,·,-5%,5%
CCCCOc1ccc(N(CC(=O)NC(C)C)C(=O)CCC(=O)Nc2ccccn2)cc1,2%,-7%,-4%,5%,15%,-3%[10 µM],-5%[2.34 µM],-1%
COc1ccc(C)cc1N1C(=N)/C(=C2/Nc3ccccc3S2)C(c2ccccc2)C1=O (configuration not stated),?,?,-2%,-4%,-1%,-33%[10 µM],?,4%
S=C1NC2(CCCC2)N=C1c1ccccc1,-12%,0%,-1%,·,-12%,-1%,-11%,4%
O=C(NC(=S)Nc1cccc2c(O)cccc12)c1cccc(Br)c1,13µM*,-15%,-2%,-10%,-3%,15%[10 µM],11µM*[quencher],-10%
CCN(CC)CCNC(=O)CSc1nc2nc(C)c(Cc3ccccc3)c(C)n2n1,4%,0%,-1%,·,·,·,-6%,2%
CC(C)OCCCN1CN(S(=O)(=O)c2cccc(Cl)c2)c2nc3ccccc3nc21,-5%,6%,-1%,-9%,-7%,-11%,-15%,7%
COc1cc([N+](=O)[O-])cc(/C=N/NC(=O)c2cc(-c3ccccc3)nc3ccccc23)c1O,16µM*,13%,-8%,-1%,1%,-24%[10 µM],?,5%

These rows are one share of the data; count on the stated rates, not on these rows.
